Bioassay records from PubChem BioAssay.
M1 PAM parental – M1 PAM counterscreen hit in parental CHO-K1 cells | AID 602247 | 0.02% of 360,000 active | activation, % at 3 µM | ATP EC20, Fluo-8 calcium fluorescence; 0% at ATP EC20, 100% at ATP max;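 active means activation above the run cutoff, the mean activation of all test compounds plus 3 SD, cut at about 40% in these data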;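 further: peak over basal fluorescence ratio in a 140 s read after ATP addition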
CHO-K1 Ca ag – nonselective activator or artifact in parental CHO-K1 cells | Fluo-8 calcium fluorescence; scaled to maximal ATP response, vehicle zero | activation, % at 3 µM | 0.48% of 360,000 active | AID 602248; in the data active means activation above about 15%;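 further: untransfected CHO-K1 host cells lacking M1 receptor as counterscreen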
V1R ag counter – activates human V1a receptor in oxytocin agonist counter-screen; CHO-V1R cells, Fluo-8 calcium fluorescence, agonist mode; 0% DMSO, 100% 3 nM vasopressin; activation, % at 3 µM; 0.25% of 320,000 active; AID 2797;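 active means activation above the mean activation of all tested compounds plus 3 SD, per screening run, cut at about 20% in these data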;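 further: signal is peak over basal fluorescence ratio across a 100 second FLIPR read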
Target sequence (P37288 whole entry, looked up): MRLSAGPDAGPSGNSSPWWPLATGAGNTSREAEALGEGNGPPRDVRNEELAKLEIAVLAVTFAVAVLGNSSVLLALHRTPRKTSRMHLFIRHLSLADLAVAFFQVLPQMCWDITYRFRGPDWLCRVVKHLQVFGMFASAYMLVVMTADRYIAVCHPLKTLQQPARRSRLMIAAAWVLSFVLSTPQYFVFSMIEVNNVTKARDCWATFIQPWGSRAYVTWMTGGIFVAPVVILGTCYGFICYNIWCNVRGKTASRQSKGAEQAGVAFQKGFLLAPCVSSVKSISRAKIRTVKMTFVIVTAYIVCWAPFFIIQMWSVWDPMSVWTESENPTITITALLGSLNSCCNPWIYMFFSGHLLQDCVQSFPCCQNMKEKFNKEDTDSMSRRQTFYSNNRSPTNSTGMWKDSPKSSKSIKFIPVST
CHO parental Ca – counter-screen for OX1R antagonists: effect in parental CHO cells | AID 463079 | inhibition, % at 5.6 µM | 0.63% of 330,000 active | parental CHO-K1, ATP-induced calcium, Fluo-8 fluorescence;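 active means inhibition above that plate's mean sample inhibition plus 3 SD, cut at about 26% in these data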;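 further: 0% = ATP-challenged DMSO wells and 100% = DMSO wells without ATP; some compounds past the cut are filed as inactive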
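Material – parental CHO cells · Reagent – ATP stimulus · Compound – single nominal dose of 5.6 µM per compound · Detection – Fluo-8 fluorescence · Read-out basis – percent inhibition of calcium signal · Controls – ATP-challenged DMSO wells low, unchallenged DMSO wells high · Repeats – no replicates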
GPR7 antagonist – antagonists of human GPR7 (neuropeptides B/W receptor 1). P48145. GPR7-expressing cells, fluorescence antagonist assay. inhibition, % at 4.4 µM. 1.1% of 290,000 active. AID 1861; in the data active means inhibition above about 16%, passing the limit was not always enough;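 further: cells stimulated with the agonist NPW; 0% = agonist with vehicle and 100% = vehicle without agonist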
Target sequence (P48145 whole entry, looked up): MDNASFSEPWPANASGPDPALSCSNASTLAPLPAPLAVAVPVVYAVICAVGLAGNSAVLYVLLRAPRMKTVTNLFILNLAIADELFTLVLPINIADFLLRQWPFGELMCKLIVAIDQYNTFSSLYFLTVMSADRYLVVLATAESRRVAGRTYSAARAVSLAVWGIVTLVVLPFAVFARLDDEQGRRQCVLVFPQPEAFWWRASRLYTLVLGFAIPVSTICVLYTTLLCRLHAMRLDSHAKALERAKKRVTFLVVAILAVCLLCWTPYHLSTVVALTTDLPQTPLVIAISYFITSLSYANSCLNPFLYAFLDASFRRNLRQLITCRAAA
OXTR potentiate – human OXTR potentiation. AID 2445. CHO-OTR cells, Fluo-8 calcium fluorescence, potentiator mode; 0% = oxytocin EC15, 100% = EC100. activation, % at 3 µM. 0.061% of 320,000 active. P30559;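 active means activation above that plate's cutoff, the mean activation of tested compounds plus 3 SD, cut at about 6.6% in these data, passing the limit was not always enough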;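 further: 100% uses oxytocin at 75 nM as the full agonist control; some results filed as inactive read as strong as hits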
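System: human OTR in CHO cells; Also added: sub-maximal oxytocin, roughly EC15; Timing: compound 6 min at room temperature before oxytocin, 100 s read; Technique: Fluo-8 intracellular calcium fluorescence, ex 470-495, em 515-575 nm; Controls: oxytocin EC15 low and EC100 high; Replication: singlicate.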
OXTR ag – human OXTR agonism; CHO-OTR cells, Fluo-8 calcium fluorescence; normalized: DMSO 0%, oxytocin 100%; 0.32% of 320,000 active; activation, % at 3 µM;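 active means activation above the mean of all tested compounds plus 3 SD, cutoff set per screening run, cut at about 20% in these data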;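 further: peak over basal fluorescence ratio from a 100 s FLIPR kinetic read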
CHO-K1 Ca antag – counter-screen for M1 antagonists: effect in parental CHO-K1 cells; 0.6% of 360,000 active; ATP-induced calcium, Fluo-8 fluorescence; AID 602250; inhibition, % at 3 µM;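 active means inhibition above a per-plate cutoff, the plate's mean sample inhibition plus 3 SD, cut at about 24% in these data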;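 further: 0% = DMSO plus EC80 ATP and 100% = DMSO alone without ATP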
TAAR1 antagonist – human TAAR1 antagonism; 1.5% of 360,000 active; AID 624466; CHO RD-HGA16 TAAR1, Fluo-8 calcium fluorescence, antagonist; inhibition, % at 3 µM; Q96RJ0;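 active means inhibition above a per-plate cutoff, the mean inhibition of test compounds on that plate plus 3 SD, cut at about 49% in these data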;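 further: 0% = DMSO plus EC80 beta-PEA response and 100% = DMSO alone without agonist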
Target sequence (Q96RJ0 whole entry, looked up): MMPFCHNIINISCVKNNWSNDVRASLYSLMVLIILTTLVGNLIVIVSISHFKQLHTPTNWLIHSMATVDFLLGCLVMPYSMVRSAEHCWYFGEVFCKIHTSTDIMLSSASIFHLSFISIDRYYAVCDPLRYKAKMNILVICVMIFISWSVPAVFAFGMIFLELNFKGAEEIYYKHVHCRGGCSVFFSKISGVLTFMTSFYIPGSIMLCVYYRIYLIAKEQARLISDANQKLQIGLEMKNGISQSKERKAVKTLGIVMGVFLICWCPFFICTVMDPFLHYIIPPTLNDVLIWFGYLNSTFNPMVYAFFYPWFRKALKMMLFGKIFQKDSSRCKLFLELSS
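Material: CHO RD-HGA16 cells bearing hTAAR1; compound dosing: one-point dosing, 3 µM nominal final; schedule: dye loading 75 min at 37 °C, then 30 min room temperature; measured by: calcium fluorescence with Fluo-8; control set: vehicle and agonist controls; replication: n of 1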
* marks the source's active call; other numbers are inactive results; . = not tested or not shown.

The opening 2 entries as a preview:
Results follow in this order: GPR7 antagonist	CHO-K1 Ca antag	V1R ag counter	OXTR ag	TAAR1 antagonist	OXTR potentiate	M1 PAM parental	CHO parental Ca	CHO-K1 Ca ag
> Nc1nc(N)nc(-c2cccc(Cl)c2Cl)n1
  .	5	-0.4	-0.6	8	-7	-16	-9	-0.2
> O=C(NNc1c(Cl)cc(Cl)cc1Cl)c1n[nH]c(=O)c2ccccc12
  -12	6	2.0	0.6	-30	0	-10	13	0.1

This part in full (from the top)
Results follow in this order: GPR7 antagonist	CHO-K1 Ca antag	V1R ag counter	OXTR ag	TAAR1 antagonist	OXTR potentiate	M1 PAM parental	CHO parental Ca	CHO-K1 Ca ag
> Nc1nc(N)nc(-c2cccc(Cl)c2Cl)n1
  .	5	-0.4	-0.6	8	-7	-16	-9	-0.2
> O=C(NNc1c(Cl)cc(Cl)cc1Cl)c1n[nH]c(=O)c2ccccc12
  -12	6	2.0	0.6	-30	0	-10	13	0.1
> CCN(CC)CCNC(=O)/C(=C\c1cccn1C)NC(=O)c1cccs1
  6	-10	-0.2	0.7	-9	1	20	-4	0.7
> CCCCN(CCCC)Cc1cc(=O)oc2ccccc12
  .	0	.	.	-8	.	21	.	0.9
> COc1ccc(S(=O)(=O)NCC(=O)N(CC(=O)NCC2CCCO2)c2ccccc2C)cc1 (stereo not drawn)
  13	-12	-1.1	-0.7	15	-15	14	-2	-0.3
> CCN(CC)C(=O)CSc1nnc(-c2ccco2)n1N
  -12	-1	1.7	0.1	10	-2	18	-10	1.7
> CC1=NN(c2nc(-c3ccccc3)cs2)C(=O)C1
  -5	3	1.0	0.5	-9	-7	8	-12	-0.2
> CCCCn1c(N(CCOC(C)=O)C(C)=O)nc2ccccc21
  -8	-3	0.5	-0.1	6	0	2	6	-0.2
> Cc1onc(-c2c(F)cccc2Cl)c1C(=O)N(C)C1CCCCC1
  -13	2	-1.6	-0.8	-5	-6	13	-10	-0.1
> Cc1ccc(N=Nc2ccc(O)cc2)c(Br)c1
  -3	7	-0.8	0.3	15	-14	-12	56*	-0.3
> O=C(Nc1nc2ccccc2[nH]1)c1cccc(Cl)c1
  -12	2	0.5	-0.4	4	0	6	-10	2.0
> CCOc1ccccc1CN1CCN(CC2=Cc3cc(OC)ccc3OC2)CC1CCO (stereo not drawn)
  31*	-2	0.3	0.3	-21	0	18	-22	2.4
> COc1ccc(/C=C/C(=O)NCc2cnn(C)c2C)cc1COc1ccc(Br)cc1
  1	-21	0.4	0.7	.	-1	-1	-21	0.5
> Cc1cc(C)cc(NC(=O)COC(=O)Cc2ccccc2F)c1
  .	-2	-0.3	-2.5	9	4	1	0	-0.4
> COc1ccc(OCCSc2nnc(Cc3cccc4ccccc34)n2N)cc1
  -5	18	-0.1	-1.7	7	2	-12	-23	0.4
> CCC(C)NC(=O)CSc1ccc(NC(C)=O)cc1 (stereo not drawn)
  4	6	0.9	-0.1	0	-4	5	-6	-0.1
> Cc1cc(NC(=O)CSCC(=O)NCc2cccc(C(F)(F)F)c2)no1
  .	-13	-0.6	-2.1	5	3	24	-10	0.8
> COC(=O)C1=C(C)C(c2ccc(OC)cc2OC)NC(=O)N1 (stereo not drawn)
  3	-16	1.4	-0.1	-17	-3	10	-2	0.8
> COc1ccc(NC(=O)CC(C)(C)C)c([N+](=O)[O-])c1
  -5	-3	0.1	0.2	14	4	9	-11	4.2
> CC1CCN(C(=O)CCCOc2cc(=O)n(C)c3ccccc23)CC1
  1	-3	0.2	-0.2	-6	-10	12	-12	0.6
> O=[N+]([O-])c1ccc(N2CCN(c3ccccc3F)CC2)c(S(=O)(=O)N2CCOCC2)c1
  -7	0	1.4	-0.3	12	-1	14	-13	0.9
> CN1CCN(c2ccc(NC(=O)c3cccc(OCc4ccccc4)c3)cc2)CC1
  -4	-4	3.8	10.0	31	-10	12	-8	0.7
> CCCCNC(=O)CN1C(=O)COc2ccc(S(=O)(=O)N3CCCCCC3)cc21
  11	3	-1.8	-1.9	-45	-5	-2	-21	-0.3
> CCN(CC)C(=O)Cn1cc(S(=O)(=O)CC(=O)Nc2ccccc2F)c2ccccc21
  -18	-11	1.1	-1.0	-16	0	17	-12	0.5
> c1ccc(-c2nc3c4ccccc4ccn3c2CN2CCCCC2)cc1
  -9	-8	-1.5	-1.8	-20	5	24	-24	0.6
> O=C(CSc1nnnn1-c1ccccc1)CC(=O)Nc1ccc(Cl)cc1
  0	0	4.9	3.7	17	-15	-3	-2	0.1
> COC(=O)c1ccccc1NC(=O)CNC(=O)c1ccco1
  -2	-4	-0.3	-0.7	2	-12	14	0	0.4
> C[C@H](CO)N1C[C@H](C)[C@@H](CN(C)S(C)(=O)=O)Oc2c(NC(=O)c3ccncc3)cccc2C1=O
  .	-6	1.0	1.5	12	-4	-14	1	0.2
> Cc1cc(C)n(C(=O)C23CC4CC(CC(C4)C2)C3)n1
  -5	.	0.6	-0.3	.	-8	.	-10	.
> O=C(COc1ccccc1)Nc1c2c(nn1-c1ccccc1)CS(=O)C2 (stereo not drawn)
  -7	5	0.5	-0.2	-19	-5	-9	-4	0.7

Look-ups from above.
`c1ccc(-c2nc3c4ccccc4ccn3c2CN2CCCCC2)cc1` @ M1 PAM parental = 24
`Cc1cc(NC(=O)CSCC(=O)NCc2cccc(C(F)(F)F)c2)no1` @ OXTR ag = -2.1

Other compounds:
Results follow in this order: GPR7 antagonist	CHO-K1 Ca antag	V1R ag counter	OXTR ag	TAAR1 antagonist	OXTR potentiate	M1 PAM parental	CHO parental Ca	CHO-K1 Ca ag
> CCOc1ccccc1CN1CCCC(CNC(=O)Cc2ccc(OC)cc2)C1 (stereo not drawn)
  -9	-1	1.1	0.5	4	-6	-3	-29	0.7
> Cn1cc(/C=N/NC(=O)c2cc3cc(Br)ccc3o2)c2ccccc21
  -7	-12	-0.8	-0.6	8	-5	17	-13	4.8
> CCOC(=O)c1c(C)[nH]c(C(=O)OCc2csc(CC(=O)Nc3ccccc3C)n2)c1C
  .	-5	0.0	-3.3	36	-10	0	-21	3.6
> N/C(=N\OC(=O)CCCc1ccccc1)c1ccccn1
  -5	-3	0.3	-0.9	7	-11	17	-5	-0.2
> O=C(O)c1cccc2c1Cc1cc([N+](=O)[O-])ccc1-2
  .	-9	.	.	-3	.	7	.	0.4
> Cc1ccc(S(=O)(=O)N2CCC(C(=O)NCc3ccccc3Cl)CC2)cc1
  -4	-10	1.2	-0.6	-9	-5	21	-15	2.6
> Cc1cccc(CC(=O)NCCS(=O)(=O)N2CCN(c3ccccc3)CC2)c1
  .	15	.	.	-7	.	-14	.	0.7
> O=S(=O)(N1CCOCC1)N1CCN(c2ccc(F)cc2)CC1
  0	-19	0.1	-0.3	1	-1	12	-2	0.5
> CC(C)(C)NCC(=O)c1c[nH]c2ccccc12
  -7	-12	1.7	2.1	-3	1	24	-2	1.1
> O=C(N/N=C/c1cccnc1)C1CC1(c1ccccc1)c1ccccc1 (stereo not drawn)
  -18	15	0.7	-0.4	6	-9	-16	-29	0.2
> Cc1cccc(C)c1NC(=O)C(NC(=O)c1ccccn1)c1ccccc1[N+](=O)[O-] (stereo not drawn)
  -11	-1	-1.4	-1.6	-4	-11	5	-20	0.5
> Cc1ccc(NC(=O)c2ccc(S(=O)(=O)Nc3c(C)n(C)n(-c4ccccc4)c3=O)cc2)nc1
  .	-2	0.0	-0.6	11	-8	13	-14	0.3
> Cc1nc(Nc2cccc(C(F)(F)F)c2)nc2c1C(=O)CC(C)C2 (stereo not drawn)
  -10	-8	0.5	-0.3	11	-7	14	12	0.0
> COc1ccc(OC)c(NC(=O)c2csc(Cl)c2OC)c1
  9	7	-1.3	-1.9	-9	-10	-10	-19	-1.9
> CCOc1ccc(S(=O)(=O)Nc2cccc(C(=O)N3CCN(c4ccc(OC)cc4)CC3)c2)cc1
  -13	0	9.1	4.1	-3	-18	3	-15	0.6
> CCOc1cc(/C=N/NC(=O)c2ccc(CN3CCOCC3)cc2)ccc1OCc1ccccc1
  -12	-1	2.6	0.1	5	-1	14	-10	0.9
> O/N=C/c1ccccc1OCc1ccc(Cl)cc1
  27*	18	-1.0	-0.9	-8	-15	-3	-9	-0.3
> Cc1c(C(=O)NCCc2ccccc2)oc2ccc(S(=O)(=O)N3CCC4(CC3)OCCO4)cc12
  15	19	5.8	3.2	77*	-14	-8	-5	3.5
> CN(C)S(=O)(=O)c1ccc(NC(=O)CSc2nnnn2C)cc1
  -8	-16	0.4	1.4	-21	-8	21	3	0.7
> Cc1nc(-c2ccccn2)sc1C(=O)Nc1ccc(F)cc1
  -8	6	-1.0	-1.8	10	-7	-4	-12	1.0
> Cc1cccc(-c2n[nH]c(=S)n2/N=C/c2cccs2)c1
  -8	-7	0.3	-2.3	2	0	8	4	-0.1
> CN(C)CCCN1C(=O)C(O)=C(C(=O)c2cc3ccccc3o2)C1c1ccccn1 (stereo not drawn)
  .	-12	.	.	3	.	16	.	0.1
> Cc1c2c(nc3ccccc13)OCC2
  7	-17	.	.	32	.	12	.	0.7
> CC1CCCN(c2nc3ccsc3c(=O)s2)C1 (stereo not drawn)
  -7	6	-1.8	-1.7	12	-2	2	-11	-0.3
> COc1cccc(OC)c1C(=O)Nc1sc2c(c1C(N)=O)CCN(Cc1ccccc1)C2
  6	19	6.4	6.2	2	-7	-1	-14	1.7
> Cc1ccc(CN2CCN(C3CCC3)CC2CCO)cc1 (stereo not drawn)
  -18	-2	0.0	0.2	-21	-10	22	-9	-0.1
> COc1cc2c(cc1OC)C(C(=O)N1CCCCC1)C(c1ccccc1F)N(C)C2=O (stereo not drawn)
  4	-6	0.4	0.9	5	-9	9	1	1.5
> O=C(NCc1ccco1)c1cc([N+](=O)[O-])ccc1N1CCOCC1
  0	-1	-0.2	0.1	1	-6	-2	3	0.7
> CC1CCN(S(=O)(=O)c2ccc(NC(=O)c3ccco3)cc2)CC1
  -7	-12	2.8	2.8	-7	1	-8	-5	4.6
> COc1cccc(OCCn2cc(C=O)c3ccccc32)c1
  10	3	4.9	3.3	14	-11	7	1	2.1
> O=C(NC1CCCCC1)c1ccc2c(c1)OCCO2
  -11	-16	0.2	0.1	-11	-7	5	9	0.3
> Cc1cccc(CC2CC(=O)N(C3CCCCC3)C2=O)c1 (stereo not drawn)
  -1	7	-1.2	-1.1	.	2	-9	-16	0.2
> Cc1ncc2c(n1)-c1cc(F)ccc1SC2
  0	-8	-1.4	-2.2	0	-9	-8	-10	-0.2
> O=C(N1CCCCC1)N1CCCN(C(=O)N2CCCCC2)CC1
  -8	-11	0.1	0.3	-7	-2	11	-12	0.8
> CCOC(=O)C1=C(COC(=O)/C=C/c2ccc(OC)cc2)NC(=O)NC1C (stereo not drawn)
  .	-14	.	.	43	.	3	.	3.2
> COC(=O)C1=C(C)Nc2[nH]c(=S)[nH]c(=O)c2C1c1ccc(OC)cc1 (stereo not drawn)
  -2	-5	0.3	0.4	1	-8	7	-4	-0.2
